Compound activity deposited in PubChem BioAssay by National Center for Advancing Translational Sciences (NCATS).
PTHR1 ag = activates the human parathyroid hormone receptor PTHR1; Q03431; HEK293 GP2 PTHR1 cells, GloSensor cAMP luminescence, 1 h; Potency, µM (titrated, usually from 115 µM), inactives show at the top dose activation, actives largely listed as activators; hit rate 0.075% among 410,000; AID 743266; further: potency means the concentration at half of the fitted maximal effect; nearly all actives have a fitted effect of over 55% in size; some results filed as inactive show a strong effect at the top dose; inactives centre near -15; many of its hits are not listed in these tables
Target sequence (Q03431 whole entry, looked up): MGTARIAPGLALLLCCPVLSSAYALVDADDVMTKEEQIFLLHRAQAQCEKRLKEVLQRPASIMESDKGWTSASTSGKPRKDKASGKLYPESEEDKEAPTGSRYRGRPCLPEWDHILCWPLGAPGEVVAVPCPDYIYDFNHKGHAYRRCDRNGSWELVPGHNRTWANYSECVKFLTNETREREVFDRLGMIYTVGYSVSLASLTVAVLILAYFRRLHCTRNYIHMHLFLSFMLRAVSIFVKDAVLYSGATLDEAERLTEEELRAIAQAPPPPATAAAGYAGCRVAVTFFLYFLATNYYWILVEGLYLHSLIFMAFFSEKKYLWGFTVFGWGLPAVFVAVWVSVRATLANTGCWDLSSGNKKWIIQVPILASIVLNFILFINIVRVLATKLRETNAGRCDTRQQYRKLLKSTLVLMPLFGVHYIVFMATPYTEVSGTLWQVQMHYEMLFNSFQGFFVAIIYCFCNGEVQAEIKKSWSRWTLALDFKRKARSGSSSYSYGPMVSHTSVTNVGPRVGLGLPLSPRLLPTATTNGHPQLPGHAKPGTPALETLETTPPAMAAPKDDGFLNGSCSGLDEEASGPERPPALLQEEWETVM
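HEK-293-derived GP2 cells expressing PTHR1 and a GloSensor cAMP reporter, 3,000/well, plated overnight, given luciferin plus IBMX (each 0.5 mM as added) for 1 h at 37 °C, then compound for 1 h at 37 °C. Luminescence was read after 15 min at room temperature.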
GLP-1R agonist = GLP-1 receptor (human) agonism; HEK293 GLP-1R CRE-luciferase, luminescence, 4-6 h; cells express a hypersensitive GLP-1R form; Potency, µM (series often up to 45.6 µM), without a hit: top-dose activation, hits mostly activators; hit rate 0.007% among 380,000; AID 624172; further: potency means the concentration at half of the fitted maximal effect; % of control where 0% means no effect
aSyn rescue = alpha-synuclein toxicity inhibition in yeast; Yeast expressing alpha-synuclein, growth rescue, BacTiter-Glo, 24 h; Potency, µM (doses to about 46.1 µM), inactives show at the top dose growth rescue (activation), most hits filed as activators; hit rate 0.14% among 370,000; further: potency means the concentration at half of the fitted maximal effect; % of control where 0% means no effect; nearly all actives have a fitted effect of over 65% in size
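Rescue of yeast growth: cells expressing toxic alpha-synuclein, induced in galactose at OD600 0.02, incubated with compound 24 h at 30 C. ATP luminescence quantified growth; inhibitors of toxicity appear as activators.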
DRD3 antagonist = D3 dopamine receptor (human) antagonism; AID 652054; P35462; max response, negative = inhibition, %; hit rate 2.5% among 360,000; D3R cells, DiscoveRx beta-arrestin luminescence, antagonist mode; stronger effect = lower value; in the data active means max response below about -50%; inconclusive means no clear call, values can overlap the other calls; further: on the % scale 0 is the no-effect control and ±100 the full control effect; mostly tested at two doses, the higher about 12 µM
Target sequence (P35462 whole entry, looked up): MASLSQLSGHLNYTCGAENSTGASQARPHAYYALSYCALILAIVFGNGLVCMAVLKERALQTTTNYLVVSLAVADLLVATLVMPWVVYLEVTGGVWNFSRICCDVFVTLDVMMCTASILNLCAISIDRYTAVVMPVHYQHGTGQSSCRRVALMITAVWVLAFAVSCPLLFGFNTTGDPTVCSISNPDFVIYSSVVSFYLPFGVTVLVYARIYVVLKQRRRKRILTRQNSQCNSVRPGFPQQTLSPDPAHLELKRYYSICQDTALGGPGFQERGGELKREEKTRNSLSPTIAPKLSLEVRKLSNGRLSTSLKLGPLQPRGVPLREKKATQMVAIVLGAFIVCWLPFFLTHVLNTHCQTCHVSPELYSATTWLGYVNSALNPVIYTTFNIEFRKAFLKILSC
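Cells plated overnight at 1500 cells/well, then exposed to library compounds with dopamine controls for 90 minutes at 37 degrees C. DiscoveRx reagent added for 30–60 minutes at room temperature; luminescence read, quantitative HTS format.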
GLP1R cytotox = cytotoxic in the GLP-1 receptor inverse agonist counter-screen. HEK293 cAMP-luciferase reporter cells, luminescence, 24 h. Potency, µM (series often up to 38.3 µM), for inactives: top-dose activity change, negative = inhibition, hits mostly inhibitors. hit rate 0.13% among 410,000;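 further: loss of luciferase light is scored as toxicity; potency means the concentration at half of the fitted maximal effect; on the % scale 0 is the no-effect control and ±100 the full control effect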
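A 23 nL compound transfer followed 12 hours of cell culture at 37 deg C; exposure then lasted 24 hr. Luciferase assay detection reagent was dispensed and plates read for luminescence after a 12 min room-temperature wait.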
KB-V1 cytotox = KB-V1 MDR subline cytotoxicity; KB-V1 MDR cells viability, CellTiter-Glo, 72 h; hit rate 3.4% among 400,000; AID 1347076; Potency, µM (doses to about 46.1 µM), for inactives: at the top dose activity change, negative = cytotoxicity, most hits filed as cytotoxic; further: potency means the concentration at half of the fitted maximal effect; on the % scale 0 is the no-effect control and ±100 the full control effect; nearly all actives have a fitted effect of over 60% in size
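In this primary screen, KB-V1 cells overexpressing P-gp are incubated with library compounds (lowest to highest concentration) for 72 h at 37 degrees C before a luminescent ATP viability read.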
GLP1R inv ag = acts as inverse agonist at human GLP-1 receptor; HEK293 GLP-1R CRE-luciferase, luminescence, 24 h; GLP-1R form is constitutively active; hit rate 1.6% among 410,000; Potency, µM (doses to about 38.3 µM), for the others: at the top dose activity change, negative = inhibition, usual class: inhibitors; P43220; further: potency means the concentration at half of the fitted maximal effect; on the % scale 0 is the no-effect control and ±100 the full control effect; nearly all actives have a fitted effect of over 55% in size
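qHTS in 1536-well format: reporter HEK293 cells expressing constitutive GLP-1R activity in DMEM + 10% Nu serum, 24 hr with compounds at 37 deg C, luminescence read after 12 min with detection reagent.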
TDP43 rescue = inhibitors of TDP-43 toxicity in yeast; TDP-43 expressing yeast growth rescue, BacTiter-Glo, 24 h; hit rate 1.8% among 410,000; Potency, µM (doses to about 46.1 µM), without a hit: at the highest dose growth rescue (activation), hits mostly activators; further: potency means the concentration at half of the fitted maximal effect; % of control where 0% means no effect; nearly all actives have a fitted effect of over 50% in size
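Yeast expressing TDP-43 (pregrown in raffinose, seeded at OD600=0.02 in galactose medium) exposed to compounds 24 hr at 30 deg C. Growth read by BacTiter-Glo luminescence; rescue of toxicity appears as increased signal.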
DRD3 agonist = agonists of human D3 dopamine receptor | P35462 | D3R DiscoveRx beta-arrestin cells, luminescence, 90 min | max activation, % | hit rate 0.58% among 410,000 | AID 652048; in the data active means max activation above about 30%; further: 0% is about no effect; mostly tested at two doses, the higher about 12 µM
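Cells at 1500/well, incubated overnight, then treated with pinned compounds (dopamine as control) for 90 min at 37 degrees C. DiscoveRx reagent added for 30 - 60 minutes at room temperature; luminescence read.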
* hit, by the source's call; i = inactive; ? = inconclusive; / = no result given; [ ] = remark or other dose. Unless noted, the call rests on the fitted dose curve; in most records, active means well fitted curve in the direction sought with a large enough effect; inconclusive means small, poorly fitted or top-dose-only effect, or another doubt; inactive means no such curve, though single readings can be large; an effect the other way counts as inactive or inconclusive. Not all compounds are listed, so the mix of outcomes need not match the whole.

SMILES | PTHR1 ag | GLP-1R agonist | aSyn rescue | DRD3 antagonist | GLP1R cytotox | KB-V1 cytotox | GLP1R inv ag | TDP43 rescue | DRD3 agonist
Cc1ccccc1NC(=O)CSc1nc2c(c(=O)n(C)c(=O)n2C)n1Cc1ccccc1F | -22% | / | / | / | 2% | 2% | 10% | 26% | 9
CC(C)OC(=O)c1c(-c2ccc(C(C)C)cc2)csc1NC(=O)C1CCCO1 (stereo not drawn) | i | 0% | 6% | 8 | -4% | ? | ? | 4% | 3
O=C(COc1ccccc1)Nc1ccc(S(=O)(=O)N2CCCCCC2)cc1 | -71%[inhibitor][57.5 µM] | 6% | -1% | -4 | -17% | 16µM* | ? | 6% | 1
COc1cccc(-c2c(-c3cc(OC)cc(OC)c3)n(C)c3ccc(Br)cc23)c1 | i | -5% | 2% | -12 | 4% | 5% | ? | 6% | 5
Cc1cccc(NC(=O)CNC(=O)CN2C(=O)NC(C)(CCC(C)C)C2=O)c1C (stereo not drawn) | -9% | 4% | 7% | 13 | -7% | 7% | -12% | -21% | 16
CCn1nccc1NC(=O)c1ccc2sc([C@@H]3O[C@H](CO)[C@H](O)[C@H](O)[C@H]3O)nc2c1 | -4% | -6% | -3% | 0 | 4% | -1% | 19% | -12% | -11
CN(c1ccc(C(=O)Nc2cccnc2)cc1)S(=O)(=O)c1ccc(Cl)cc1 | -17% | -7% | 11% | -7 | -3% | ? | ? | -11% | 3
CCn1c(C)c(C(C)=O)c(SC)nc1=S | i | -10% | 2% | 13 | 2% | 1% | 1% | 11% | 5
CCOC(=O)C(NC(=O)C1C(C)N1S(=O)(=O)c1ccc(C)cc1)C(=O)OCC (stereo not drawn) | i | -1% | 1% | 3 | ? | 5% | 1% | 9% | 0
O=C(NC(=S)Nc1ccccc1O)c1ccccc1Cl | -12% | 6% | 1% | ? | -4%[7.66 µM] | -1% | 7%[7.66 µM] | 25%[9.22 µM] | 0
CCc1ccc(CN(C)C(=O)CCc2nc3ccccc3n(-c3ccc(OC)cc3)c2=O)cc1 | -52%[inhibitor] | -6% | 20% | 15 | -9%[7.66 µM] | 12µM* | ? | 18µM* | 3
Brc1ccccc1OCCCN1CCCC1 | -11% | -6% | 1% | ? | 1% | 24% | 20% | 9% | -19
Cc1ccc(Cl)cc1N1CCN(C(=O)Cc2csc(Nc3nc(=S)[nH]c4ccccc34)n2)CC1 | i | 0% | 3% | -17 | -4% | ? | 27% | -13% | -4
CCOc1ccc(CCNC(=O)c2cc(=O)[nH]c3ccc(S(=O)(=O)N4CCCCC4)cc23)cc1OCC | ? | / | / | / | 2% | / | 17% | 1% | -8
O=C(CN1CCN(Cc2ccc3c(c2)OCO3)CC1)Nc1ccc2c(c1)OCO2 | i | 1% | -5% | ? | -17% | -8% | -31% | -8% | -5
Cc1cc2nc3n(c2cc1C)CC1CC(C(=O)NCCc2cccs2)N(C)C31 (stereo not drawn) | -7% | 0% | 1% | -20 | 13% | -14% | -5% | 8% | -44
O=C(O)c1nc(Cl)c(Cl)c(N/N=C/c2ccccc2C(F)(F)F)c1Cl | -23% | 5% | -6% | 1 | 1% | 5% | -15% | -17% | -7
O=C(O)CCOc1ccc2c(c1)OCCO2 | -18%[57.5 µM] | -3% | -7% | 22 | 10% | -4% | 23% | -20% | -11
CNC1(C)[C@H]2CC[C@H](C2)C1(C)C (stereo partly drawn) | -9% | 0% | 4% | 7 | 13% | 11% | 1% | 22% | 6
Cc1cc(C)n(CC(=O)NNC(=O)COc2ccc(Br)cc2F)n1 | i | -17% | -11% | 1 | 1% | -8% | 17% | 37% | 5
CCSc1nc(-c2ccc(OC)cc2)n(-c2nc3ccccc3s2)n1 | -3%[57.5 µM] | 1% | 4% | -16 | 6% | 12µM* | -5% | 21% | 5
O=S1(=O)CCN(CCCCc2ccccc2)CC1 | i | 2% | -3% | 13 | 4% | 4% | 11% | 12% | -7
Cc1ccc(OCC(O)CN2CCC(Cc3ccccc3)CC2)c(C)c1 (stereo not drawn) | -19% | -6% | 3% | -56* | ? | -5% | ? | 1% | -8
CSc1cccc(NC(=S)NC(=O)c2cccnc2)c1 | -21% | 3% | -9% | ? | ? | -8% | -25% | ? | -15
CCC(NC(=O)/C(=C\c1ccc2c(c1)OCO2)NC(C)=O)C(=O)O (stereo not drawn) | i | -2% | -1% | 5 | -3%[1.53 µM] | -2% | 10% | 12% | 4
Nc1nc2n(c1C(=O)c1ccccc1)CCC2 | 13%[57.5 µM] | 1% | -2% | 3 | 7% | 17% | 4% | -12% | 15
O=C(COC(=O)C(O)c1ccccc1)c1ccc2c(c1)OCCO2 (stereo not drawn) | -23%[57.5 µM] | -4% | -1% | -11 | -4% | ? | -4% | 13% | -1
CC(=O)n1nc(-c2ccc(Cl)cc2)nc1NCc1ccco1 | i | 12% | 1% | 17 | 3% | ? | 7% | 0% | 0
COc1ccc(C(=O)c2c(N)c(C(=O)Nc3cccc(OC)c3)c3ccccn23)cc1 | i | / | / | / | 10% | 0% | 2% | 12% | -3
COc1ccc(-c2ocnc2C(=O)N2CCN(C(=O)C(c3ccccc3)c3ccccc3)CC2)cc1 | i | 5% | 18% | -15 | 19% | ? | -17% | 0% | -10

Some of these compounds in order of molar mass, largest number first:
SMILES | PTHR1 ag | GLP-1R agonist | aSyn rescue | DRD3 antagonist | GLP1R cytotox | KB-V1 cytotox | GLP1R inv ag | TDP43 rescue | DRD3 agonist
COc1ccc(-c2ocnc2C(=O)N2CCN(C(=O)C(c3ccccc3)c3ccccc3)CC2)cc1 | i | 5% | 18% | -15 | 19% | ? | -17% | 0% | -10
O=C(O)c1nc(Cl)c(Cl)c(N/N=C/c2ccccc2C(F)(F)F)c1Cl | -23% | 5% | -6% | 1 | 1% | 5% | -15% | -17% | -7
Cc1cc(C)n(CC(=O)NNC(=O)COc2ccc(Br)cc2F)n1 | i | -17% | -11% | 1 | 1% | -8% | 17% | 37% | 5
Cc1cc2nc3n(c2cc1C)CC1CC(C(=O)NCCc2cccs2)N(C)C31 (stereo not drawn) | -7% | 0% | 1% | -20 | 13% | -14% | -5% | 8% | -44
Cc1ccc(OCC(O)CN2CCC(Cc3ccccc3)CC2)c(C)c1 (stereo not drawn) | -19% | -6% | 3% | -56* | ? | -5% | ? | 1% | -8
CCC(NC(=O)/C(=C\c1ccc2c(c1)OCO2)NC(C)=O)C(=O)O (stereo not drawn) | i | -2% | -1% | 5 | -3%[1.53 µM] | -2% | 10% | 12% | 4
O=C(COC(=O)C(O)c1ccccc1)c1ccc2c(c1)OCCO2 (stereo not drawn) | -23%[57.5 µM] | -4% | -1% | -11 | -4% | ? | -4% | 13% | -1
CC(=O)n1nc(-c2ccc(Cl)cc2)nc1NCc1ccco1 | i | 12% | 1% | 17 | 3% | ? | 7% | 0% | 0
O=S1(=O)CCN(CCCCc2ccccc2)CC1 | i | 2% | -3% | 13 | 4% | 4% | 11% | 12% | -7
CNC1(C)[C@H]2CC[C@H](C2)C1(C)C (stereo partly drawn) | -9% | 0% | 4% | 7 | 13% | 11% | 1% | 22% | 6

(list continues)
SMILES | PTHR1 ag | GLP-1R agonist | aSyn rescue | DRD3 antagonist | GLP1R cytotox | KB-V1 cytotox | GLP1R inv ag | TDP43 rescue | DRD3 agonist
O=C(Cn1c(=O)oc2cc(S(=O)(=O)NCc3ccccc3)ccc21)NCc1ccccc1Cl | i | / | / | / | -3% | 0% | -26% | 13% | 3
Cc1cc(C)c2oc(-c3cccc(NC(=O)c4ccc(Br)o4)c3)nc2c1 | -13% | / | / | / | -8% | 3% | 3% | 27% | 3
CCCCc1ccc(NC(=S)N2CCN(C)CC2)cc1 | i | 4% | -11% | -2 | 4% | -17% | ? | 0% | -2
CC1CCCCC1NC(=O)C1CCN(S(=O)(=O)N2CCCCCC2)CC1 (stereo not drawn) | -12% | 0% | 4% | 17 | 1% | 6% | 1% | -5% | 13
CC1=C(C(=O)Nc2cc(Cl)ccc2C)C2(CCCCC2)OC1=O | -9% | / | / | / | 2% | / | ? | 35µM* | -3
CCOC(=O)C1CCCN(C(=O)C2(c3ccc(Cl)cc3)CCCC2)CC1 (stereo not drawn) | i | 12% | 17% | -13 | 0% | -14% | ? | 22% | -6
CCc1cccc(NC(=O)C2CCC(CNS(=O)(=O)c3csc(C(N)=O)c3)CC2)c1 (stereo not drawn) | i | / | / | / | 0% | 33% | 8% | 16% | 9
O=C(NC(=S)Nc1ccccn1)c1ccc([N+](=O)[O-])cc1 | i | 14% | -11% | -21 | -12% | -16% | ? | ? | -9
CC1CC(C)CN(S(=O)(=O)CCNC(=O)c2ccccc2)C1 (stereo not drawn) | i | 1% | 1% | -14 | 3% | ? | 3% | 6% | -5
CCOC(=O)C1CCN(C(=O)Nc2cc(Cl)cc(Cl)c2)CC1 | -16% | 12% | -2% | -16 | -8% | 6% | -10% | -2% | 4
COC(=O)c1cc(C(=O)NCc2ccccc2)c(=O)[nH]c1C | -6% | 4% | 14% | 1 | -23% | 1% | -41% | -1% | 11
Cc1ccc(CCC(=O)NCc2ccccc2)o1 | i | 1% | 1% | 7 | -11% | 4% | 12% | 8% | 12
CCCOc1ccccc1C1NC(=O)NC(C)=C1C(=O)OCCOCC (stereo not drawn) | -8%[57.5 µM] | 4% | -2% | ? | -1% | 0% | -11% | -13% | -6
c1ccc(-c2ccccc2OCCn2cncn2)cc1 | i | 0% | 8% | 0 | -18% | 0% | ? | 22% | -1
